# Screening results deposited in PubChem BioAssay by NMMLSC.
# T cell modulator – modulators of CD8 T cell-vesicle binding, primary screen, mouse 2C CD8+ T cells, flow cytometry. calls only at 7 µM. 0.068% of 330,000 active. AID 2052, 2009. 2C CD8+ T cell-vesicle binding; stronger effect = lower value;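 active = response, share of CD8 T cells binding vesicles, and their 90th percentile fluorescence all below set limits, cut at about 80% in these data, passing the limit was not always enough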
#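 Material: 2C TCR transgenic mouse naive CD8+ T cells, MACS-purified. Also added: QL9-charged Drosophila Ld/ICAM-1/B7-1 vesicles. Timing: binding 1.5 h at 37 °C. Measured by: high-throughput flow cytometry with anti-B7-1 and anti-CD8 staining. Read-out: percent CD8+ FL2 mean versus row control. Controls: Unloaded micro-vesicles (low), QL9 vesicles with 0.7% DMSO (high).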
# T cell modulator vesicle-bound % – also measured in T cell modulator; calls as there; double positive events, %; measured here: CD8+ vesicle-bound cell fraction;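 binding gate set so that unloaded-vesicle control wells show 10% double positive cells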
# Numbers without * were called inactive; i = inactive; . = no result given; + = active, no number.
SMILES,T cell modulator,T cell modulator vesicle-bound %
Cc1ccc(C(=O)OCC(=O)Nc2cc(C(C)(C)C)no2)c(C)c1,i,42
Nc1c(C(=O)Nc2ccc3c(c2)OCCO3)nnn1Cc1cccc(Br)c1,i,57
CCCn1c(N)c(C(=O)CSc2nnc3ccccn23)c(=O)[nH]c1=O,i,51
C[C@@H]1CN([C@@H](C)CO)C(=O)Cc2cc(NC(=O)C3CCCCC3)ccc2O[C@H]1CN(C)S(=O)(=O)c1ccccc1,i,7
O=C(CN1CCN(C(=O)C2CCCO2)CC1)Nc1ccc(Br)cc1 (stereo unspecified),i,58
Cc1ccc(-n2nc3c(c2NC(=O)c2cccs2)CS(=O)(=O)C3)cc1,i,18
CCCc1cc(=O)oc2cc(OC3CCCCC3=O)ccc12 (stereo unspecified),i,54
COc1ccc(CN(CCc2ccccc2)Cc2ccccc2)cc1OC,i,54
CC(=O)c1ccc(S(=O)(=O)Nc2ccccc2C(=O)NC2CC2)cc1,i,45
O=C1CCCN1CCCN1CC(C(=O)N(CCO)Cc2ccccc2)CCC1=O (stereo unspecified),i,66
COc1ccc(N2CCN(C(=O)c3ccccc3NS(=O)(=O)c3ccccc3)CC2)cc1,i,66
CCOc1ccc(NC(=O)CSc2nncc(=O)[nH]2)cc1,i,21
CN1CCN(c2sc(S(C)(=O)=O)nc2S(=O)(=O)c2ccc(Cl)cc2)CC1,i,19
COc1ccccc1NC(=O)CSc1n[nH]c(-c2ccccn2)n1,i,51
COc1ccc(CCNC(=O)C2CCN(S(=O)(=O)c3ccc4nc5c(c(C(=O)O)c4c3)CCCC5)CC2)cc1OC,i,49
CCOc1ccc(C(=O)N2CCCC(c3nc(-c4ccc(C)o4)no3)C2)cc1 (stereo unspecified),i,27
Cc1n[nH]c(=O)c2c(NC(=O)CSc3ccc(Br)cc3)oc(C)c12,i,48
O=C(CCS(=O)(=O)c1ccc2c(c1)NC(=O)CS2)NCCc1ccccc1,i,16
O=C(NCC1CCN(Cc2ccc(Cl)cc2)CC1)C1CCCN(c2ncnc3c2nc2n3CCCCC2)C1 (stereo unspecified),i,14
CCCn1c(N)c(N(CCOC)C(=O)c2ccc(-c3ccccc3)cc2)c(=O)[nH]c1=O,i,52
O=C(O)c1ccc2c(c1)C(=O)N(CCc1c[nH]c3ccccc13)C2=O,i,50
O=C(NCCc1c[nH]c2ccccc12)c1cccc(Br)c1,i,15
CC1CCc2sc(C(=O)N(C)CC(=O)Nc3cccc(F)c3)cc2C1 (stereo unspecified),i,46
Cn1ccnc1C(=O)c1ccc(N)cc1,i,34
Cc1ccc2oc(C(=O)N3CCC(O)(c4cccc(C(F)(F)F)c4)CC3)c(C)c2c1,i,47

# (next part)
SMILES,T cell modulator,T cell modulator vesicle-bound %
CSc1cccc(NC(=O)CCS(=O)(=O)c2cccc3nonc23)c1,i,38
CN(C)S(=O)(=O)c1cc(C(=O)Nc2ccn(C)n2)c(Cl)cc1Cl,i,52
CC1(c2ccccc2Cl)NC(=O)N(CC(=O)Nc2ccccc2OC(F)F)C1=O (stereo unspecified),i,43
CCOC(=O)c1c(-c2ccccc2)oc2cc(Br)c(O)c(C=O)c12,i,19
COc1ccc(C(=O)c2sc(Nc3ccccc3F)nc2N)cc1,i,44
CC(=O)Nc1ccc([N+](=O)[O-])c(CS(=O)(=O)c2ccc(C)cc2)c1[N+](=O)[O-],i,20
CCOCCn1ccc2c(OCC(=O)NCc3ccccc3)cccc2c1=O,i,15
O=S(=O)(c1ccc(Cl)cc1)n1cnc2ccccc21,i,56
CN(C)CCN(C(=O)c1ccc(C(=O)c2ccccc2)cc1)c1nc2cc3c(cc2s1)OCCO3,i,70
CCOC(=O)[C@@H]1[C@H]2COc3ccc(Br)cc3[C@H]2N2C(=O)N(c3cccc(Cl)c3)C(=O)[C@]12C,i,12
CCCC[C@@H]1C=C(C(=O)O)[C@H](c2ccc(Cl)c(Cl)c2)N1S(=O)(=O)c1ccc(C)cc1,i,22
COc1cc(C(=O)Nc2ccc3c(c2)ncn3C(C)(C)C)cc(OC)c1OC,i,10
CC(=O)Oc1c(I)cc(I)cc1C(=O)Nc1ccc(Cl)cc1,i,65
O=C(NCCc1cccc(C(F)(F)F)c1)C1CCC(=O)N(C2CC2)C1 (stereo unspecified),i,10
Cn1nccc1C(=O)Nc1sc2c(c1C#N)CCCC2,i,36
O=C(Nc1cccc(F)c1)c1c(O)c2ccccc2[nH]c1=O,i,6
N#Cc1ccc(S(=O)(=O)N2CCC(C(=O)N3CCN(Cc4ccc5c(c4)OCO5)CC3)CC2)cc1,i,39
CCCc1nnc(NC(=O)CCC(=O)N2CCC(C)CC2)s1,i,27
COc1ccc(C)cc1NC(=O)NC1CCCc2ccccc21 (stereo unspecified),i,11
CCOC(=O)c1ccc(NC(=O)CCCN2C(=O)NC3(CCCC3)C2=O)cc1,i,3
CCOc1ccc(/C=C2\SC(=S)N(CCC(=O)Nc3cccc(C(=O)O)c3)C2=O)cc1,i,44
O=C(COC(=O)COc1ccc(Br)cc1)NCC1CCCO1 (stereo unspecified),i,46
CC1CCC2(CC1)NC(=O)N(CC(=O)N(Cc1ccccc1)C(C)(C)C)C2=O (stereo unspecified),i,8
Cc1ccc(S(=O)(=O)N(Cc2ccccc2F)C(=O)N2CCN(C)CC2)cc1,i,51
CC1CCCCC12NC(=O)N(CC(=O)NCCc1ccc(S(N)(=O)=O)cc1)C2=O (stereo unspecified),i,25

# (more compounds)
SMILES,T cell modulator,T cell modulator vesicle-bound %
COc1cccc(OC)c1OC(=O)c1cnccn1,i,16
Cc1ccccc1-n1ncc2c1CC(C)(C)CC2NC(=O)CCN1Cc2ccccc2C1=O (stereo unspecified),i,14
O=C(Nc1ccccc1NC(=O)c1ccc(F)cc1)c1ccc(F)cc1,i,40
Cc1ccc(SCC(=O)OCC(=O)NCCCc2ccccc2)cc1,i,34
CCN(CC)CCn1c(=N)n(CC(=O)c2ccc(C)cc2)c2ccccc21,i,18
COCCN(C(=O)COC(=O)CCc1ccc(OC)cc1)c1c(N)n(Cc2ccccc2)c(=O)[nH]c1=O,i,38
CN(/N=C/c1cc(Br)cc(Br)c1O)c1cccc(C(F)(F)F)n1,i,56
COc1ccc(O)c(C(=O)c2cnn(-c3ccc(Cl)cc3)c2)c1,i,58
COc1ccc(NC(=O)c2nc[nH]c2C(=O)NCc2ccccc2)cc1,i,39
COc1ccc(C)cc1S(=O)(=O)N1CCN(C(=O)c2ncoc2-c2ccccc2C)CC1,i,52
O=C(c1ccco1)N1CCCC(N2CCN(c3ccccc3F)CC2)C1 (stereo unspecified),i,66
Cc1ccc(CN(C)C(=O)CN2C(=O)NC(c3ccccc3)(c3ccccc3)C2=O)c(C)c1,i,20
CCOC(=O)C(=O)NCC(c1cccs1)S(=O)(=O)c1ccc(F)cc1 (stereo unspecified),i,14
O=C(CCNS(=O)(=O)c1ccccc1)N1CCCCCCC1,i,56
CN(C)c1ccc(CNCc2cccnc2)cc1,i,29
CN(C)S(=O)(=O)n1cc(/C=C(\NC(=O)c2ccccc2Cl)C(=O)NCCCn2ccnc2)c2ccccc21,i,17
COc1ccc(Cl)c(NC(=O)C/C(C)=N/NC(=O)CCc2ccccc2)c1,i,26
CC(=O)c1cccc(NC(=O)/C(=C/c2ccncc2)NC(=O)c2ccccc2)c1,i,37
CN(C)c1ccc(N2C(=NC(=O)CCC3CCCC3)SC3CS(=O)(=O)CC32)cc1 (stereo unspecified),i,16
Cc1cccc(N2CCN(C(=O)c3ccc(-n4cncn4)c([N+](=O)[O-])c3)CC2)c1C,i,8
Cc1ccc(C(=O)O/N=C(\N)c2ccccn2)cc1Cl,i,14
COC(=O)c1cn(C(=O)c2cc(Cl)ccc2Cl)c2ccccc12,i,54
CCOC(=O)N1CCN(S(=O)(=O)c2ccc(C(=O)N(CCN(CC)CC)c3nc4c(C)cccc4s3)cc2)CC1,i,59
CC(=O)N1CCN(c2ccc(NC(=O)c3cccc(C)c3)cc2)CC1,i,20
CN(C(=O)COC(=O)c1ccc(CN2CCCC2=O)cc1)c1ccccc1,i,33

# More structures follow:
SMILES,T cell modulator,T cell modulator vesicle-bound %
COc1ccccc1N1CC(C(=O)Nc2nnc(SCc3cccnc3)s2)CC1=O (stereo unspecified),i,17
Cc1ccc(-c2nn(-c3ccccc3)cc2CO)cc1,i,57
CC(C)Cc1nnc(NC(=O)C2CC(=O)N(Cc3ccccc3)C2)s1 (stereo unspecified),i,55
CC(C)=C[C@@H]1C[C@H](C)[C@H]2CC[C@H](C)c3c(O)c(O)c(C)c1c32,i,30
CCOc1ccc(NC(=O)COC(=O)c2ccc3c(c2)OCCO3)cc1,i,44
CCn1nc(C(=O)Nc2cc(Cl)ccc2-n2cncn2)c2ccccc2c1=O,i,51
O=C(CNC(=O)c1ccccc1F)OCC(=O)c1ccc(Cl)s1,i,6
C=CCNC(=O)c1cccc2c1C(=O)c1ccc(N3CCOCC3)cc1S2(=O)=O,i,13
COc1ccc(Cl)cc1C(=O)N1CCC2(CC1)CC(=O)c1ccccc1O2,i,60
COc1ccccc1C(=O)NCC(=O)NCCc1ccc(Cl)cc1,i,19
CCC(NC(=O)C1CCCO1)c1ccccc1 (stereo unspecified),i,55
COc1ccc(/C=C2\SC(=S)N(CCC(=O)N3CCOCC3)C2=O)cc1,i,4
CN(CC(=O)Nc1c(Cl)cccc1Cl)C(=O)c1ccccc1Cc1ccccc1,i,48
COc1ccc(NC(=O)C2CCN(S(=O)(=O)c3c(C)nn(C)c3C)CC2)cc1,i,16
COc1ccc2[nH]c(C(=O)O)c(NS(=O)(=O)c3ccc(C)c(C)c3)c2c1,i,3
CNS(=O)(=O)c1cccc(C(=O)OCC(=O)Nc2ccc3ccccc3c2)c1,i,38
CCOc1ccc(NC(=O)CCNC(=O)c2ccc(Br)cc2)cc1,i,38
N#Cc1ccccc1NC(=O)CN1C(=O)NC(Cc2c[nH]c3ccccc23)C1=O (stereo unspecified),i,38
Cc1ccc(CNS(=O)(=O)c2cc3c4c(c2)C(C)C(=O)N4CCC3)cc1 (stereo unspecified),i,29
COC(=O)CCCNC(=O)c1ccc(S(=O)(=O)NCc2ccco2)cc1,i,38
C=CCn1c(=O)c(C(=O)Nc2ncccc2O)c(O)c2ccccc21,i,38
CCC(=O)N1CCc2cc(Br)cc(S(=O)(=O)N3CCCCC3CC)c21 (stereo unspecified),i,40
COc1ccc(C(=O)c2ccsc2N)cc1,i,62
Cc1ccnc(NC(=O)C(C)N2C(=O)c3ccccc3S2(=O)=O)c1 (stereo unspecified),i,42
CS(=O)(=O)c1ccc(C(=O)NNC(=O)c2cccs2)cc1,i,52

# Full records, looked up by structure. Order of values: T cell modulator | T cell modulator vesicle-bound %
# C[C@@H]1CN([C@@H](C)CO)C(=O)Cc2cc(NC(=O)C3CCCCC3)ccc2O[C@H]1CN(C)S(=O)(=O)c1ccccc1 across the screens: i | 7
# O=C(O)c1ccc2c(c1)C(=O)N(CCc1c[nH]c3ccccc13)C2=O across the screens: i | 50
# CCOc1ccc(NC(=O)CSc2nncc(=O)[nH]2)cc1 across the screens: i | 21
# Cc1cccc(N2CCN(C(=O)c3ccc(-n4cncn4)c([N+](=O)[O-])c3)CC2)c1C across the screens: i | 8

# Laid out differently: entries from further up.
SMILES	T cell modulator	T cell modulator vesicle-bound %
O=C(O)c1ccc2c(c1)C(=O)N(CCc1c[nH]c3ccccc13)C2=O	i	50
CCCn1c(N)c(C(=O)CSc2nnc3ccccn23)c(=O)[nH]c1=O	i	51
O=S(=O)(c1ccc(Cl)cc1)n1cnc2ccccc21	i	56

# Three compounds from above, arranged by SMILES length, low to high.
SMILES,T cell modulator,T cell modulator vesicle-bound %
CCOc1ccc(NC(=O)COC(=O)c2ccc3c(c2)OCCO3)cc1,i,44
C=CCNC(=O)c1cccc2c1C(=O)c1ccc(N3CCOCC3)cc1S2(=O)=O,i,13
COc1ccc(NC(=O)C2CCN(S(=O)(=O)c3c(C)nn(C)c3C)CC2)cc1,i,16

# More results follow.
SMILES,T cell modulator,T cell modulator vesicle-bound %
O=C(Nc1ccc(Oc2cccnc2)cc1)C1CCN(Cc2cc(Cl)ccc2O)CC1,i,5
Cc1cc(S(=O)(=O)Nc2ccc(C(=O)NCC3(N4CCCCC4)CCCCC3)cc2)ccc1F,i,37
O=C(COc1ccc(F)cc1)Nc1nc2c(s1)CCCC2,i,8
Cc1nnc(SCC(=O)NC2CCCC2)n1CCc1ccccc1,i,44
Cc1cc2nc3n(c2cc1C)CC1CC(C(=O)NCc2cccc(Br)c2)N(C)C31 (stereo unspecified),i,4
Cc1ccc(S(=O)(=O)N(C)CC(=O)Nc2ccc(C)cn2)cc1,i,17
COc1ccc(CCNC(=O)CN(C)S(=O)(=O)c2cccs2)cc1,i,28
CN(CCCC(=O)N1CCN(c2ncccn2)CC1)S(=O)(=O)c1ccc(F)cc1,i,4
Cc1nc2ncccn2c1-c1csc(Nc2ccc(S(N)(=O)=O)cc2)n1,i,39
O=C(NCC(=O)N(c1ccccc1)C(C(=O)NC1CCCCC1)c1cccnc1)c1ccco1 (stereo unspecified),i,40
CC1CCCC(C)N1CCNC(=O)CCc1nnc2n(Cc3ccccc3)c(=O)c3ccccc3n12 (stereo unspecified),+,.
COc1cccc(NC(=O)CCC2CCN(Cc3nccs3)CC2)c1,i,60
O=C(O)CNC(=O)c1ccc(NS(=O)(=O)c2ccc3ccccc3c2)cc1,i,16
O=C(CSc1nc2[nH]c(=O)cc(O)c2s1)Nc1ccc(Br)cc1,i,30
COC(=O)C1(CO)NC(c2ccc(C)cc2)C2C(=O)N(c3ccccc3)C(=O)C21 (stereo unspecified),i,50
O=c1ccc(-c2ccc(S(=O)(=O)Nc3ccccc3Cl)o2)n[nH]1,i,24

# Two entries drawn at random from the list so far, as already listed:
SMILES,T cell modulator,T cell modulator vesicle-bound %
COc1ccc2[nH]c(C(=O)O)c(NS(=O)(=O)c3ccc(C)c(C)c3)c2c1,i,3
COc1ccccc1NC(=O)CSc1n[nH]c(-c2ccccn2)n1,i,51

# Some of the compounds tested, so the mix of outcomes need not match the whole.
